FUS suppressor: rescues growth of FUS-expressing yeast | 390,000 tested, 0.24% active | Potency, µM (top dose mostly 76.6 µM), for inactives: at the highest dose growth rescue (activation), usual class: activators | S. cerevisiae FUS-expressing, growth rescue, OD600, 24 h | AID 1347120;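 note: potency is the fitted concentration of half-maximal effect; plate controls were DMSO vehicle for no effect and reference control for full effect; nearly all actives have a fitted effect of over 55% in size; some results filed as inactive show a strong effect at the top dose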
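Cultures pregrown in 2.5% raffinose medium are shifted to minimal medium containing 2% galactose to express toxic FUS. Compounds are tested at several concentrations. After 24hr at 30C, growth is quantified at 600 nm absorbance.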
Abeta rescue: restores growth of yeast expressing A-beta42 peptide; yeast expressing A-beta42, growth rescue, OD600, 48 h; response scale: 0% DMSO, 100% iron-clioquinol control; Potency, µM (titrated, usually from 46.1 µM), for inactives: at the top dose growth rescue, most hits filed as activators; 410,000 tested, 0.063% active; AID 1347071; note: potency is the fitted concentration of half-maximal effect; nearly all actives have a fitted effect of over 55% in size
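Growth rescue measured by 600 nm absorbance after 48 h yeast culture at 30 C with compound. Values normalized between DMSO and an equimolar ferric chloride plus clioquinol control.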
PLK1 PBD inh: PLK1 (human) polo-box domain binding inhibition. 360,000 tested, 2.8% active. P53350. Plk1 PBD binding of FITC phosphopeptide, fluorescence polarization. Potency, µM, inactives show max response, negative = inhibition, usual class: inhibitors; note: potency is the fitted concentration of half-maximal effect; series mostly up to about 57 µM; % is set by controls: 0 for no effect and ±100 for the full control effect; nearly all actives have a fitted effect of over 65% in size
EPAC1 antag: EPAC1 (human) antagonism | O95398 | EPAC1 GEF assay, Rap1b-BODIPY-GDP exchange fluorescence | Potency, µM (top dose mostly 115 µM), for inactives: top-dose activity change, negative = inhibition, usual class: inhibitors | 360,000 tested, 0.14% active;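 note: potency is the fitted concentration of half-maximal effect; plate controls were vehicle for no effect and positive control for full effect; nearly all actives have a fitted effect of over 50% in size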
WRN helicase inh: WRN helicase (human) inhibition | WRN helicase unwinding, fluorescent forked duplex, kinetic | 360,000 tested, 0.46% active | Q14191 | Potency, µM (doses to about 114 µM), inactives show at the highest dose activity change, negative = inhibition, actives largely listed as inhibitors; note: potency is the fitted concentration of half-maximal effect; % is set by controls: 0 for no effect and ±100 for the full control effect; nearly all actives have a fitted effect of over 55% in size
Target sequence (Q14191 whole entry, looked up): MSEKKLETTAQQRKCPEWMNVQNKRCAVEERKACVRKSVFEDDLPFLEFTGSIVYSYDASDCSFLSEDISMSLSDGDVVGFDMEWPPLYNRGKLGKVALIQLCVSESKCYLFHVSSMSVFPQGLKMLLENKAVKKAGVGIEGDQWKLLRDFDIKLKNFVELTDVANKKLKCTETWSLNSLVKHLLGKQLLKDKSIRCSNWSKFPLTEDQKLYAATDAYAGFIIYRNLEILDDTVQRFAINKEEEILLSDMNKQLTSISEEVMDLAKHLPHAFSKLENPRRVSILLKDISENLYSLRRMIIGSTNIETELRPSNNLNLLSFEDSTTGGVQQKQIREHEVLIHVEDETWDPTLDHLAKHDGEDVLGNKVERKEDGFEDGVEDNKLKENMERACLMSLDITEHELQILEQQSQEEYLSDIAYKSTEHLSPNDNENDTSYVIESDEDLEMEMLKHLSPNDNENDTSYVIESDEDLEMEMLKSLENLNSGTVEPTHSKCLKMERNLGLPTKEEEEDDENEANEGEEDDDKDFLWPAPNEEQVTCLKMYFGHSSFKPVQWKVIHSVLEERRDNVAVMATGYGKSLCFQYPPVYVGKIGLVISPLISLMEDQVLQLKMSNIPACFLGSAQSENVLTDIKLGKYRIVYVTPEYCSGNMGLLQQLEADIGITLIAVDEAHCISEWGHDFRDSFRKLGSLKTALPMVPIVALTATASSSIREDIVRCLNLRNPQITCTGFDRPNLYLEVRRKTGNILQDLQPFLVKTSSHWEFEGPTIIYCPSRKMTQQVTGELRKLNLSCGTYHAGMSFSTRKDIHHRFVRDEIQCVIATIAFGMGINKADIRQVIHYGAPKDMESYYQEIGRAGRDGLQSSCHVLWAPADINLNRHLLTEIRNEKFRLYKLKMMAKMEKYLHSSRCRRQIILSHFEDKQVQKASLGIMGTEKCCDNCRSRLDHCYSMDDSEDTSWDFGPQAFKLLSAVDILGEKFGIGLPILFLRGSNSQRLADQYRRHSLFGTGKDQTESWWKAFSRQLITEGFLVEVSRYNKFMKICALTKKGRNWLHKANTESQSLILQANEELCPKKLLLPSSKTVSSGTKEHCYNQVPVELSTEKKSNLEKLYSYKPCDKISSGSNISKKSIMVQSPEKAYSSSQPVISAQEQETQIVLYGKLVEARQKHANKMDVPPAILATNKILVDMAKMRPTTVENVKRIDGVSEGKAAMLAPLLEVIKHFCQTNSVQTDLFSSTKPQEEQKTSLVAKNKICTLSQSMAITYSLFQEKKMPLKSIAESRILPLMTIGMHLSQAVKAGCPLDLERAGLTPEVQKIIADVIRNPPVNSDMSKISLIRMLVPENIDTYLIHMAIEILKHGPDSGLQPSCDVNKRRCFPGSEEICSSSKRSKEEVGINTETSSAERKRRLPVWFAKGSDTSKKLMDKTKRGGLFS
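Enzyme (20 nM final) and test compound sit together 15 min at room temperature before substrate addition. Substrate is a single-forked duplex oligonucleotide (100 nM) labelled with fluorophore and quencher, with 2 mM ATP; helicase unwinding raises red fluorescence, read kinetically.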
IL2 activator: activates IL-2 in a cell-based reporter assay; IL-2 activation reporter assay, cell-based qHTS; stimulated with anti-CD3/CD4/CD28 beads; in transgenic mouse T cells; activation, % (series mostly up to about 46 µM); 360,000 tested, 0.065% active; in the data active = activation above about 50%; inconclusive = mostly about 30% to 49%; note: 0% is about no effect
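Unstimulated transgenic mouse T cells preincubated 60 min with compound, then stimulated with anti-CD3/anti-CD4-coated beads plus anti-CD28 for 18 h at 37 degrees C. IL-2 response read as EGFP and DsRed fluorescence by plate cytometry.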
EPAC1 ag: EPAC1 (human) agonism; EPAC1 agonist qHTS, biochemical assay; response scale: 100% = response to 6.5 mM cAMP; Potency, µM (doses to about 154 µM), inactives show top-dose activation, hits mostly activators; 360,000 tested, 0.073% active; note: potency is the fitted concentration of half-maximal effect; nearly all actives have a fitted effect of over 60% in size
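EPAC1 100 nM, Rap1B–BODIPY-GDP 250 nM, unlabeled GDP 50 uM; compound titration; 5 min RT; kinetic read ex480/em540 at 5-min intervals ×30 min; data normalized to 6.5 mM cAMP agonist control.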
PI5P4Ka inh: PI5P4K alpha (human) kinase inhibition | PI5P4Kalpha enzyme, ADP-Glo luminescence, 60 min; active compounds read low | P48426 | 330,000 tested, 1.2% active | max response, %; active = max response of -50% or lower; inconclusive = between -30% and -50%; inactive = -30% or higher; note: value at the top dose of about 77 µM; % is set by controls: 0 for no effect and ±100 for the full control effect
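Single end-point luminescence (ADP-Glo) quantified ADP from PI5P4Kalpha turnover; ATP 5 microM final, 1 h at RT, 0.1% CHAPS and 0.28 mM EGTA in HEPES pH 7.4.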
* = called active by the depositor; u = inconclusive; x = no result given; [ ] = remark or other dose. Unless noted, calls come from the whole dose curve; as a rule, active = well fitted curve in the direction sought with a large enough effect; inconclusive = small, poorly fitted or top-dose-only effect, or another doubt; inactive = no such curve, though single readings can be large; an effect the other way counts as inactive or inconclusive.

Each structure is followed by: FUS suppressor, Abeta rescue, PLK1 PBD inh, EPAC1 antag, WRN helicase inh, IL2 activator, EPAC1 ag, PI5P4Ka inh
Cc1ccc(O)c(C(=O)c2cnc3c(c2)c(=O)n(C)c(=O)n3C)c1
 : -25%, -10%, -10%, -7%, -3%, -0.9, 0%, 0
O=C(COC(=O)CC1CCCC1)Nc1ccc(OC(F)F)cc1
 : 13%, u, -5%, -12%, -5%, -0.6, -13%, 5
Cc1cc(N=Cc2c(O)n(-c3cccc(Cl)c3)c(=O)c3ccccc23)no1
 : x, 2%, 9%, 0%, -17%, -0.1, -5%, 19
COc1ccc(S(=O)(=O)N2CCc3ccccc32)cc1C(=O)Nc1ccc(NC(C)=O)cc1
 : 43%, -5%, -5%, -2%, 7%, 1.4, -8%, 1
NC(=S)N=Nc1c(O)n(CC(=O)Nc2ccccc2)c2ccccc12
 : -17%, -10%, 0%, 14%, 3%, -3.8, -10%, -2
CS(=O)(=O)N1CCN(c2ccccc2NC(=O)c2ccc([N+](=O)[O-])o2)CC1
 : 14%, -28%, 3.4µM*, -9%, -16%[57.1 µM], -1.1, -3%, u
Cc1cc(C(=O)N2CCCC(C)(C(=O)NS(=O)(=O)C3CC3)C2)nn1C(C)(C)C (stereo not drawn)
 : -13%, 10%, -3%, 12%, 0%, 0.6, -1%, 5
CCOc1ccc(/C=N/NC(N)=S)cc1
 : -21%, 7%, 2%, -6%, 8%, -0.4, 0%, 0
CCN(CC)c1ccc(C2C(C(=O)OCCOC(C)C)=C(C)NC3=C2C(=O)CCC3)cc1 (stereo not drawn)
 : 15%, 11%, -5%, -7%, -6%, 0.3, 4%, -4
Cc1ccc(C)c(NC(=O)c2cc(-c3ccccc3O)n[nH]2)c1
 : -4%, 12%, 0%, 12%, 3%, -0.2, 1%, 2
COc1ccccc1C(=O)Nc1ccc(OCC(=O)N2C(C)CCCC2C)cc1 (stereo not drawn)
 : 14%, -7%, 2%, -14%, -1%, 1.0, -1%, -4
O=C(Nc1ccc(OC(F)(F)F)cc1)C1CCCN(C(=O)c2ccc(Cl)cc2)C1 (stereo not drawn)
 : -11%, 1%, -1%, -16%, -10%, 19, -9%, 15
CCn1c(CNC(=O)c2cccc(C)c2)nnc1SCC(=O)Nc1cccc(OC)c1
 : 15%, 5%, -6%, -3%, 2%, -2.5, 8%, x
CCCCn1c(N)c(N(Cc2ccccc2OC)C(=O)COc2cc(C)ccc2Cl)c(=O)[nH]c1=O
 : 1%, 11%, -5%, -10%, 1%, -3.9, -1%, 7
O=S(=O)(Nc1ccc(-c2cnco2)cc1)c1ccccc1
 : 16%, 3%, -2%, -5%, -1%, 0.3, 7%, -1
CC1=C(c2ccccc2)C=NNCC1=O
 : 19%, 12%, 1%, 4%, 5%, -0.2, 3%, 6
Cc1ccc2c(c1)CCO[C@]21O[C@H](CCO)C[C@H](O)[C@H]1O
 : -33%, 4%, -3%, 6%, 4%, -1.2, 1%, 0
O=c1c(C=NCCCO)c(-c2ccccc2)[nH]n1-c1nc2ccccc2s1
 : u, -20%, -18%, u, -7%, -0.5, -6%, -2
Cc1nnc(CN(C)C(=O)c2cc(COc3ccc(F)cc3Cl)on2)o1
 : 3%, 7%, -11%, -5%, -14%, 0.6, -4%, -1
COc1ccc(N2CC(C(=O)OCC(=O)c3cccc(OC)c3)CC2=O)cc1 (stereo not drawn)
 : 12%, -3%, -2%, -15%, 5%, -1.7, 2%, 9

Another view of part of the listing above:
structure,FUS suppressor,Abeta rescue,PLK1 PBD inh,EPAC1 antag,WRN helicase inh,IL2 activator,EPAC1 ag,PI5P4Ka inh
O=C(Nc1ccc(OC(F)(F)F)cc1)C1CCCN(C(=O)c2ccc(Cl)cc2)C1 (stereo not drawn),-11%,1%,-1%,-16%,-10%,19,-9%,15
CCn1c(CNC(=O)c2cccc(C)c2)nnc1SCC(=O)Nc1cccc(OC)c1,15%,5%,-6%,-3%,2%,-2.5,8%,x

Additional structures follow:
Each structure is followed by: FUS suppressor, Abeta rescue, PLK1 PBD inh, EPAC1 antag, WRN helicase inh, IL2 activator, EPAC1 ag, PI5P4Ka inh
Brc1cc2c(cc1CSc1ncccn1)OCO2
 : -16%, -12%, -17%, -26%, -1%, -4.1, 4%, 9
CC(=O)Nc1ccc(S(=O)(=O)N2CCN(C(C)CCc3ccccc3)CC2)cc1 (stereo not drawn)
 : 40%, -1%, -12%, -23%, -12%, -4.8, 11%, 2
CC(C)n1ncc2c(C(=O)NCCc3ccc(F)cc3)cc(C3CC3)nc21
 : 28%, -2%, -1%, u, -14%, -1.1, u, 9
CN(CC(=O)Nc1ccccc1N1CCOCC1)CC(=O)Nc1ccc(F)c(F)c1F
 : 28%, -2%, -8%, -15%, 14%, 1.1, 0%, 1
O=C(OCC(=O)c1ccccc1)C1=NN(c2ccccc2)C(=O)CC1
 : x, 1%, -1%, 6%, -16%, 0.3, -1%, 5
CCOc1ccc2c(c1)n([O-])c1c([n+]2=O)CCCC1
 : x, -16%, -22%, 11%, -27%, -5.0, 3%, 5
C=CCSc1nc(C)cc2c1C(=O)OC2
 : 1%, -26%, -2%, -27%, -3%[57.1 µM], 2.1, -11%, 0
COc1ccc(N2CCN(Cc3nc4cc(Cl)ccc4c(=O)[nH]3)CC2)cc1
 : 16%, -17%, -7%, 0%, -4%, 4.2, -9%, 8
COCCn1c(N)c(N(Cc2ccccc2)C(=O)COc2ccccc2F)c(=O)[nH]c1=O
 : -20%, -4%, -13%, -2%, -11%, -0.5, 10%, 1
COc1ccc(-n2nc(C(=O)NCC(=O)N3CCN(Cc4ccc5c(c4)OCO5)CC3)c3ccccc3c2=O)cc1OC
 : 4%, -11%, -2%, 3%, -2%, -4.1, 3%, 0
Cc1ccc(S(=O)(=O)N/N=C/c2cccc(OC3CSC3)c2)cc1
 : 14%, 15%, -3%, -6%, -8%[57.1 µM], -0.2, 4%, -3
Cc1onc(-c2ccccc2)c1C(=O)NCC(=O)Nc1cc(Cl)ccc1Cl
 : 3%, 21%, -8%, -20%, -32%, 0.8, -2%, 2
CCOC(=O)c1c(O)c(O)c(C(=O)OCC)n1-c1ccccc1
 : 16%, -8%, -28%, -15%, 5%, -3.8, 0%, 0
CCOC(=O)c1cn(-c2ccccc2)nc1-c1ccncc1
 : 4%, 17%, -13%, -3%, 7%, 0.5, 2%, 6
CN(C)c1ccc(CN(C(=O)C2COc3ccccc3O2)C2CCS(=O)(=O)C2)cc1 (stereo not drawn)
 : 18%, -10%, -11%, -3%, 1%, -2.8, -4%, x
CCOc1ccccc1N1CCN(C(=O)CC(C)C)CC1
 : x, 2%, -5%, -13%, -4%, -0.9, 1%, -1
O=C(O)c1ccccc1NC(=O)c1cc(-c2ccccc2)nc2ccccc12
 : 22%, -16%, u, -10%, u, -4.4, -1%, u
COc1cc(C(=S)NC2CCCCC2)ccc1O
 : 15%, 36%, u, 16%, u, 1.4, -21%, -15
C[C@H](CO)N1C[C@H](C)[C@@H](CN(C)S(=O)(=O)c2ccccc2C#N)OCc2cn(nn2)CCCC1=O
 : -3%, -6%, -17%, -9%, -2%, -1.4, -14%, -2
CC(C)[C@H](NC(=O)c1ccccc1)C(=O)OCC(=O)c1c(N)n(C)c(=O)n(C)c1=O
 : -13%, -12%, -8%, -12%, 7%, 0.5, 7%, 7
CCCCCCCCCCCCN1[C@@H](CC(C)=O)c2cc(F)ccc2S1(=O)=O
 : 8%, 15%, 1%, -24%, -9%, -0.4, -25%, 39
COc1cccc(CN2CCNC(=O)C2CC(=O)N2CCOc3ccccc3C2)c1OC (stereo not drawn)
 : 13%, -1%, -18%, -10%, -4%, 0.8, 4%, 1
CC1(c2cccc(Br)c2)NC(=O)N(CC(=O)N2CCc3ccccc32)C1=O (stereo not drawn)
 : 10%, 7%, -5%, -25%, -29%, -0.4, -4%, 4
O=C(CCCn1cc([N+](=O)[O-])cn1)Nc1ccc2c(c1)OCO2
 : 22%, -4%, -9%, 0%, 9%, 0.5, 0%, -16
COc1cccc(C(=O)c2c[nH]c(C(=O)NCCCN(C)C)c2)c1
 : -2%, -14%, -8%, 2%, 30%, -1.9, -2%, -7
O=C(NCCS(=O)(=O)N1CCCCC1)c1ccc2c(c1)OCO2
 : 8%, 7%, -9%, -21%, -6%, -0.7, -55%, -5
Cc1cccc(-c2nnnn2-c2cccc(C)c2)c1
 : 14%, -17%, -10%, 14%, -3%, 4.9, 12%, 5
CCN(CC)C(=O)N1CCN(Cc2ccc3c(c2)OCO3)CC1
 : -24%, 13%, 3%, 16%, 8%, 0.0, 6%, 0
O=C(O)c1sc2cc(C(F)(F)F)cnc2c1-c1ccccn1
 : 21%, -9%, -7%, -6%, 3%, -0.6, -6%, 0
COC(=O)c1ccccc1S(=O)(=O)N(CCCO)Cc1cc2c(C)ccc(C)c2[nH]c1=O
 : 27%, -24%, -11%, -2%, 1%, -1.0, 3%, x
CCC1CCCCN1C(=O)COc1c(Br)cc(Br)c2cccnc12 (stereo not drawn)
 : 30%, -8%, -15%, 15%, 0%, -0.6, 16%, -9
O=C(COC(=O)CNS(=O)(=O)c1ccc(F)c(F)c1F)Nc1ccc(OC(F)F)cc1
 : x, 8%, -4%, -6%, -3%, -2.1, -13%, 9
O=C(C[n+]1ccc2ccccc2c1)c1ccc2ccc3ccccc3c2c1
 : u, -23%, -10%, -10%, 28%, -0.7, 1%, 4
CCCCOc1ccccc1N
 : 1%, 16%, 1%, 18%, 10%, -3.0, -2%, -3
Cc1ccc(S(=O)(=O)NCC(=O)N(CC(=O)NCC2CCCO2)CC2CCCO2)cc1 (stereo not drawn)
 : 9%, 1%, -4%, 19%, 8%, 2.2, 1%, -4
O=C(COC(=O)CN1C(=O)C2CCCCC2C1=O)Nc1ccc(S(=O)(=O)N2CCOCC2)cc1 (stereo not drawn)
 : x, -9%, -6%, -5%, 2%, 0.0, 1%, -2
CCC(=O)c1ccc(OCC(=O)OCC(=O)NCC2CCCO2)cc1 (stereo not drawn)
 : 11%, 4%, -12%, u, -5%, -2.2, -9%, 4
COc1ccccc1CNC(=O)C1Cc2cc(S(=O)(=O)N3CCCCC3)ccc2N1C(C)=O (stereo not drawn)
 : -5%, 3%, -7%, 11%, -9%, -1.3, 0%, 2
CC(C)(C)c1ccc(C(=O)N2CCC2(C)C(=O)NCc2cccc3ccccc23)cc1 (stereo not drawn)
 : u, 14%, -5%, -17%, -8%, -0.4, 0%, 23
Cn1c(N)c(C(=O)COC(=O)c2ccc(-c3ccccc3)cc2)c(=O)n(C)c1=O
 : 1%, -11%, 2%, 1%, 2%, -0.6, 0%, -2
CCc1cc2cc(C(=O)N3CCN(c4ccccc4)CC3)sc2s1
 : -4%, 20%, 2%, 5%, 5%, 1.7, -1%, -1

High-throughput results: PubChem BioAssay, National Center for Advancing Translational Sciences (NCATS)
